# Screening data as filed in PubChem.
# P. falciparum M17LAP: P. falciparum M17LAP inhibitors, primary screen, biochemical, fluorogenic H-Leu-NHMec substrate, 1536-well (AID 1619). recombinant M17LAP, H-Leu-NHMec fluorogenic kinetic assay; higher % means a stronger effect. one-dose inhibition, % at 30 µM; IC50 in µM for titrated hits. hit rate 0.38% among 220,000;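 active = compound inhibiting the enzyme by more than half at any dose during confirmatory dose-response retesting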;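 note: plate controls were full reaction with DMSO carrier for no effect and no enzyme background for full effect; strong numbers were not always called active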
# MT stabilize HCS: microtubule stabilizers in HeLa cells; HeLa tubulin immunostaining HCS, 24 h; share of cells brighter than vehicle mean+2SD; % tubulin-high responders, % at 10 µM; hit rate 0.83% among 200,000; AID 2205;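 active = plate Z-score above 3 for both tubulin-high and condensed-nucleus cell shares, with cell loss under 80%, at 10 µM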;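 note: anti alpha tubulin signal scored within the nucleus-defined area of each cell; some results filed as inactive read as strong as hits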
# WT yeast gro inh: growth inhibition of WT yeast, mitochondrial fusion screen. mitochondrial fusion phenotypic screen, WT strain. inhibition, % at 10 µM. hit rate 2.1% among 190,000. AID 1362; in the data active = inhibition above about 58%; tested in S. cerevisiae
# bCat nuc transl: beta-catenin nuclear translocation modulation; nuclear translocation activity, % at 5 µM; hit rate 0.3% among 190,000; HeLa beta-catenin nuclear translocation, immunofluorescence imaging; AID 1665;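 active = nuclear translocation activity above 50% at 5 µM, with a well cell count of 50 or more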;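 note: per-cell ratio of nuclear to cytoplasmic median beta-catenin stain intensity; plate controls were DMSO negative control for no effect and GSK-3 inhibitor IX positive control for full effect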
#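 assay system = human HeLa cells, endogenous beta-catenin | times = compound treatment 24 h, 37°C, 5% CO2 | detection = Anti-beta-catenin immunofluorescence on PFA-fixed, Triton-permeabilized cells, DAPI nuclei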
# Yfh1-off respiration: mitochondrial function rescue without frataxin homolog – Friedreich's ataxia, plus single-dose screen, dose response (AID 1465) | S. cerevisiae Yfh1-off respiration, WST-1 reduction, 72 h; higher fold induction means a stronger effect | one-dose fold induction at 50 µM; EC50 in µM for titrated hits | hit rate 0.074% among 220,000;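 active = fold induction of absorbance versus untreated yeast above a set limit, then at least 30% activation at any dose in follow-up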;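 note: activators that raise dye reduction in frataxin-depleted yeast; strong numbers were not always called active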
# Dynein transport: blocks dynein driven cargo transport along microtubules; hit rate 0.47% among 220,000; 3617.4 mouse cells, GR-EGFP nuclear translocation imaging; test concentration mostly 20 µM; stimulated with dexamethasone, 1 µM; stronger effect = lower value; AID 1381; z-score, hits read low;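 active = plate z-score of nuclear minus cytoplasmic receptor signal below a set negative limit, without overly bright fluorescence or cell loss, cut at about -3.5 in these data, passing the limit was not always enough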;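 note: z-score of nuclear minus cytoplasmic ring GR-EGFP intensity difference per well; some compounds called inactive have numbers as strong as hits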
#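 Also added – dexamethasone, 1.0 µM final · Buffer or medium – tet-free, stripped-serum medium · Schedule – induction 48 h, compound 1 h, agonist 30 min · Detection – formaldehyde fixation, Hoechst nuclear stain, 10x automated fluorescence imaging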
# M1AAP inhibition: malaria alanyl aminopeptidase activity blockers – biochemical, fluorogenic H-Leu-NHMec substrate, 1536-well (AID 1445) | inhibition, % at 30 µM; hits with a dose series show IC50 in µM | hit rate 0.42% among 220,000 | recombinant M1AAP, H-Leu-NHMec fluorogenic kinetic assay; higher % means a stronger effect;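 active = primary inhibition above the hit cutoff, then over 50% inhibition at one or more dose response concentrations, cut at about 23% in these data, passing the limit was not always enough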;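 note: plate controls were DMSO full reaction for no effect and no enzyme background for full effect; strong numbers were not always called active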
# T cell modulator: modulates CD8 T cell binding to vesicles; 2C CD8+ T cell-vesicle binding, flow cytometry; stronger effect = lower value; calls only at 7 µM; hit rate 0.068% among 330,000;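 active = response, share of CD8 T cells binding vesicles, and their 90th percentile fluorescence all below set limits, cut at about 80% in these data, passing the limit was not always enough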
#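 Assay system – 2C mouse CD8+ T cells · Also added – QL9-loaded Drosophila micro-vesicles · Timing – Cell–vesicle co-incubation 1.5 h at 37 °C, staining 20 min on ice · Signal – flow cytometry of vesicle-bound cells · Measure – percent CD8+ FL2 mean versus row control · Controls – Peptide-free naked vesicles (low) and QL9 vesicles with 0.7% DMSO vehicle (high)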
# Autophagy HCS: modulators of autophagy. MEF GFP-LC3 puncta imaging; test concentration mostly 10 µM. calls only at 10 µM (by protocol). hit rate 0.98% among 190,000;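 active = percentage of spot-positive cells more than 3 SD above its plate mean, without a fluorescence outlier flag or 80% toxicity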;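 note: spot-positive cell cutoff set from DMSO-treated cells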
# WT yeast gro inh mutant strain: second read-out of WT yeast gro inh, no call of its own (marks repeat the call); inhibition, %; mitochondrial fusion phenotypic screen, mutant strain inhibition
# Dynein transport cytoplasmic EGFP: recorded beside Dynein transport, whose call it bears; z-score; measured here: cytoplasmic GR-EGFP intensity; stronger effect = higher value
# Dynein transport nuclear GR-EGFP: further read-out of Dynein transport, marked with its call; z-score; measured here: nuclear GR-EGFP intensity;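 lower value marks the stronger effect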
# Dynein transport cell count: also measured in Dynein transport; calls as there; z-score; measured here: cell count per field
# bCat nuc transl cell count 5 µM: further read-out of bCat nuc transl, marked with its call; cell count; measured here: cell count, cytotoxicity flag
# T cell modulator vesicle-bound %: second read-out of T cell modulator, no call of its own (marks repeat the call); double positive events, %; measured here: CD8+ vesicle-bound cell fraction;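 binding gate set so that unloaded-vesicle control wells show 10% double positive cells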
# MT stabilize HCS Hoechst-high %: second read-out of MT stabilize HCS, no call of its own (marks repeat the call); % Hoechst-high responders; measured here: nuclear condensation Hoechst responders;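 share of cells brighter than vehicle mean plus two SD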
# MT stabilize HCS cytotoxicity %: further read-out of MT stabilize HCS, marked with its call; toxicity, %; measured here: cytotoxicity by cell density;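 0% = mean cell density of plate MIN control wells and 100% = no cells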
# Autophagy HCS cell loss 18 h: recorded beside Autophagy HCS, whose call it bears; toxicity, %; measured here: cell loss, nuclei count;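 cell loss after 18 h compound exposure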
# * marks the source's active call; other numbers are inactive results; i = inactive; · = not tested or not shown.
Molecule,P. falciparum M17LAP,MT stabilize HCS,MT stabilize HCS Hoechst-high %,MT stabilize HCS cytotoxicity %,WT yeast gro inh,WT yeast gro inh mutant strain,bCat nuc transl,bCat nuc transl cell count 5 µM,Yfh1-off respiration,Dynein transport,Dynein transport cytoplasmic EGFP,Dynein transport nuclear GR-EGFP,Dynein transport cell count,M1AAP inhibition,T cell modulator,T cell modulator vesicle-bound %,Autophagy HCS,Autophagy HCS cell loss 18 h
Cc1ccc(OCC(=O)NCc2cccs2)c([N+](=O)[O-])n1,1%,3.2,1.7,6.8,2,2,1.3,828,i,0.68,-0.24,0.59,-0.41,3%,i,65,i,21
Cc1cc(Nc2ccc(Cl)cc2)n2nnnc2n1,-3%,2.9,1.9,5.9,10,3,-1.0,1161,·,-0.56,-0.19,0.032,0.22,0%,i,5,i,3
Cc1ccc(OS(=O)Nc2cccc3nccnc23)cc1 (stereo unspecified),11%,2.1,1.7,7.3,11,9,-1.5,1150,i,0.23,0.05,-0.087,-0.051,3%,i,31,i,20
NC(=O)c1ccccc1NS(=O)(=O)c1ccc2c(c1)OCCO2,-13%,3.7,2.4,1.9,8,9,-0.7,1171,i,0.17,-0.041,-0.077,0.94,4%,i,28,i,-37
CC1Cc2ccccc2N1C(=O)COC(=O)C1=COCCO1 (stereo unspecified),4%,3.1,2.1,8.8,9,16,-1.2,764,·,1.4,-0.15,1.7,-1.1,6%,i,57,i,-2
CC(C)Oc1ccc(C(CC(=O)O)NC(=O)C2CCCCC2)cc1 (stereo unspecified),4%,5.2,2.7,4.3,7,1,-0.1,983,i,-1.3,-0.44,-0.53,1.3,-1%,i,9,i,29
Cc1c(NC(=O)c2ccc(Cl)c(S(=O)(=O)N3CCOCC3)c2)c(=O)n(-c2ccccc2)n1C,-4%,2.0,1.8,8.4,7,12,-1.1,1168,i,-0.57,-0.19,0.2,-1.1,2%,i,52,i,-1
O=C(CN1C(=O)c2ccccc2C1=O)NCCOc1ccccc1,-2%,·,·,·,·,·,-4.3,1151,i,0.38,-0.21,0.19,-0.051,7%,i,35,·,·
O=C(NCc1cccnc1)c1ccc(CS(=O)(=O)c2ccc(Cl)cc2)o1,10%,2.2,1.7,5.4,8,-17,-0.8,1211,i,-0.51,-0.15,-0.38,0.68,5%,i,18,i,0
CCN1C(=O)C(CC(=O)Nc2ccc(OC)cc2)N(CCCN2CCN(c3ccc(F)cc3)CC2)C1=S (stereo unspecified),-2%,4.2,1.2,3.3,24,4,0.3,1140,i,1.6,-0.23,0.66,-1.1,1%,i,61,i,-3
CN(c1ccccc1)c1nc(N)c(C#N)c(CC#N)c1C#N,19%,5.7,4.0,7.3,2,0,0.6,1102,i,0.86,-0.26,0.28,0.11,8%,i,6,i,29
O=C(Nc1ccccc1N1CCOCC1)c1cc(-c2ccco2)nc2ccccc12,7%,2.2,1.3,6.3,43,23,-2.8,1226,i,-0.25,0.075,0.19,-0.24,-1%,i,18,i,7
Nc1nc(Br)c2ccccc2c1-c1ccc(F)cc1,9%,0.7,1.8,9.2,1,11,·,·,i,-0.21,-0.23,-0.57,0.54,1%,i,32,i,-8
CC(=O)Nc1ccccc1OCC(=O)c1cc(C)n(Cc2cccs2)c1C,-3%,4.3,1.6,5.3,11,15,·,·,i,-1.1,-0.033,-0.26,0.37,7%,i,43,i,8
CC(=O)N1/C(=C/c2ccc(N(C)C)cc2)C(=O)c2ccccc21,14%,20*,26*,37*,63*,16*,1.8,1008,i,-5.8*,2.3*,-2.2*,-0.73*,12%,·,·,i,10
COc1cc(N2C(=O)c3ccccc3C2=O)c(Cl)cc1C(=O)OCC(=O)N1CCOCC1,-1%,2.1,3.8,8.0,3,-1,-0.9,1009,i,0.32,-0.25,0.37,-0.62,5%,i,11,i,-2
COc1ccccc1C(=O)C1CCCN(C(=O)c2snnc2C)C1 (stereo unspecified),2%,1.9,1.7,1.3,-6,-3,-1.8,1210,i,-0.9,-0.31,-0.48,0.76,0%,i,32,i,22
CCN1CCC(C(N)=O)CC1,-8%,1.5,1.6,2.5,-4,1,·,·,i,0.1,-0.26,0.33,-0.061,6%,i,57,i,-29
O=C(O)CN(Cc1ccco1)S(=O)(=O)c1ccccc1,8%,5.0,2.9,8.3,15,-3,-1.1,1190,i,-0.38,-0.22,0.084,0.23,-2%,i,47,i,9
N#C/C(=C(/O)COc1ccccc1)c1nnc2n1CCCCC2,-3%,6.4,0.9,4.0,16,-6,-1.6,994,i,-0.068,-0.34,-0.065,0.6,0%,i,40,i,4
CC(=O)c1cc(-c2ccccc2)n(CC(=O)Nc2cc(C)cc(C)c2)c1C,-3%,2.1,4.0,5.1,0,-4,-2.5,535,i,-0.44,-0.21,-0.48,0.59,-2%,i,40,i,5
COCCCNC(=S)N1CCN(Cc2ccc3c(c2)OCO3)CC1,·,1.7,1.4,3.6,6,8,-1.4,965,i,0.026,0.19,0.49,0.17,·,i,41,i,-13
C=CCNC(=O)c1onc(CSc2ccc(C)c(C)c2)c1C(=O)O,11%,3.8,2.9,3.7,9,13,-0.2,1250,i,-0.84,-0.21,-0.93,0.53,4%,·,·,i,-3
O=C(CNC(=O)c1ccccc1)NCC(=O)OCC(=O)c1ccc([N+](=O)[O-])cc1,-24%,2.6,1.6,3.3,24,14,1.0,1070,i,-0.35,-0.29,-0.43,0.21,-6%,i,56,i,4
CC1CN(Cc2ccc(C#N)cc2Cl)CC(C)O1 (stereo unspecified),-2%,3.9,1.3,8.0,-10,-4,·,·,i,0.78,-0.35,0.31,-0.35,9%,i,60,i,7
C=CCn1c(=NC(=O)c2cccc(N3C(=O)CCC3=O)c2)sc2cccc(OC)c21,-3%,·,·,·,·,·,1.8,1321,i,0.093,-0.24,-0.00065,-0.26,15%,i,38,·,·
N#C/C(=C1\CCCN1)c1nc2ccccc2c(=O)[nH]1,3%,2.7,2.1,7.0,-18,-31,-3.1,967,i,-1.7,-0.39,-1.1,1.1,7%,i,48,i,10
O=C(Nc1ccccc1F)C1CCCN(S(=O)(=O)c2cccc3cccnc23)C1 (stereo unspecified),-16%,2.7,4.4,12,0,-9,·,·,i,-1.1,-0.25,-0.46,0.79,1%,i,44,i,-4
CCOc1cc2c3c(c1)C1(OCCO1)C(=O)N3C(C)(C)CC2C (stereo unspecified),-3%,2.7,3.5,23,-19,-9,·,·,i,0.0053,-0.17,0.38,0.71,6%,i,32,i,0
Cc1ccc(/C=N/NC(=S)NC2CCS(=O)(=O)C2)cc1 (stereo unspecified),3%,2.9,1.6,5.8,4,-2,-0.1,979,i,1.6,-0.2,0.48,-2.1,5%,i,50,i,11
O=c1oc2ccccc2c(Nc2ccc3ncccc3c2)c1[N+](=O)[O-],-8%,2.1,1.7,16,9,11,-2.7,554,i,-0.35,2.6,0.77,-0.29,6%,i,42,i,9
CCCn1c(SC(C)C(=O)O)nc2ccccc21 (stereo unspecified),0%,2.7,1.9,6.4,16,-7,·,·,i,0.89,-0.072,0.32,1,2%,i,33,i,17
O=C(Cn1ncc2c(=O)oc3ccccc3c21)N1CCc2ccccc2C1,-5%,5.0,1.5,3.9,9,0,-1.3,1088,i,-0.18,0.061,0.29,-0.27,12%,i,24,i,-3
COC(=O)c1ncn(C2OC(COC(C)=O)C(OC(C)=O)C2OC(C)=O)n1 (stereo unspecified),-6%,4.6,2.2,4.7,2,8,2.9,551,i,-0.74,-0.25,-0.74,0.69,5%,i,46,i,-7
CC(C)(C)c1cc(NC(=O)CCl)n(-c2ccccc2)n1,-3%,·,·,·,·,·,-0.1,1336,i,-3.4,-0.041,-2,0.35,-1%,i,15,·,·
Cc1cc(NC(=O)c2ccc(N(C)S(=O)(=O)c3ccccc3)cc2)no1,21%,2.4,1.5,4.1,-8,8,·,·,i,-0.19,-0.24,-0.5,-0.35,4%,i,45,i,-2
CCN(CC)S(=O)(=O)c1ccc(S(=O)(=O)Nc2ccc(C(=O)N3CCCC3)cc2)cc1,-4%,1.5,1.3,7.2,2,5,1.1,1038,i,0.38,-0.23,0.16,-0.11,2%,i,21,i,6
CCOC(=O)N/N=C/C=C/c1ccccc1[N+](=O)[O-],5%,4.2,3.5,4.1,-9,1,-0.3,1055,i,-1.2,-0.22,-0.25,0.29,9%,i,15,i,-15
